# NR5A2 inv ag: inverse agonists of human LRH-1 (NR5A2). inhibition, % at 3.6 µM. 360,000 compounds, 0.13% hits. HEK293T StAR-luciferase reporter, LRH-1 transfected, 24 h;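 active = inhibition above the mean inhibition of all tested compounds plus 3 SD, cut at about 73% in these data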;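 also: 0% = DMSO wells and 100% = reporter-only cells lacking LRH-1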
# KKLEB cytotox: CF airway cell cytotoxicity counter-screen; KKLEB CF airway cells viability, ATPlite luminescence, overnight; active compounds read low; cells stimulated with P. aeruginosa culture filtrate; activity change (cytotoxicity), % at 5 µM; 360,000 compounds, 0.36% hits; AID 602141;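 active = corrected activity change at or below -50% at 5 µM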
# COUP-TFII inh: blocks human COUP-TFII nuclear receptor. P24468. HEK293T NGFI-A luciferase reporter, luminescence. inhibition, % at 8.6 µM. 370,000 compounds, 0.7% hits. AID 686940;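 active = inhibition above a per-plate cutoff, mean inhibition of test wells between control levels plus 3 SD, cut at about 38% in these data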;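 also: cells cotransfected with COUP-TFII expression vector driving the NGFI-A reporter; 0% = median of COUP-TF2 test wells and 100% = reporter-only cells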
# NCOA1 inh: human NCOA1 inhibition; AID 588354; HEK293 GAL4-SRC1 luciferase reporter, luminescence; 360,000 compounds, 0.12% hits; Q15788; inhibition, % at 3.6 µM;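 active = inhibition above the campaign mean plus 3 SD, with each screening campaign given its own cutoff, cut at about 60% in these data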;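 also: 0% = DMSO treated cells and 100% = gossypol at 36 µM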
# NCOA2 inhibitor: inhibits human steroid receptor coactivator 2; HEK293 GAL4-SRC2 luciferase reporter, luminescence; inhibition, % at 9 µM; 370,000 compounds, 0.17% hits; AID 651957;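 active = inhibition above the mean inhibition of all tested compounds plus 3 SD, set per campaign, cut at about 52% in these data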;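 also: 0% = DMSO treated cells and 100% = cells given Gossypol at 36 µM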
# C8 TRAIL sens: sensitizes caspase-8 expressing cells to TRAIL; 360,000 compounds, 1% hits; NB7+C8 cells + TRAIL, ATPlite viability luminescence; inhibition (viability loss, TRAIL sensitization), % at 10 µM;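 active = compounds causing at least 50% loss of cell viability in the single-dose screen, relative to plate controls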
# CF NFkB inh: inhibitors of cystic fibrosis induced NF-kB | KKLEB NF-kB-GFP reporter, PAF-induced, GFP fluorescence overnight | inhibition, % at 5 µM | 360,000 compounds, 0.86% hits | AID 588850;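 active = at least 50% inhibition at 5 µM, scaled per plate between neutral and stimulator controls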;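 also: PAF is a Pseudomonas aeruginosa culture filtrate used as stimulus; plate controls were PAF-stimulated DMSO wells for no effect and unstimulated DMSO wells for full effect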
# TROY NFkB inh: blocks TROY-dependent signaling in reporter cells | Q293 LMP1-TROYcd NF-kB luciferase reporter, 4 h | inhibition, % at 10 µM | 360,000 compounds, 0.98% hits | AID 1347056;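 active = compounds whose plate-normalised and pattern-corrected inhibition of the luciferase reporter signal at the single screening dose is 50% or more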
# NCOA3 inh: human NCOA3 inhibition; Q9Y6Q9; HEK293 GAL4-SRC3 luciferase reporter, luminescence; inhibition, % at 3.6 µM; 360,000 compounds, 0.17% hits; AID 588352;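 active = inhibition above a per-campaign cutoff, the mean of all compounds plus 3 SD, cut at about 60% in these data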;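 also: 0% = DMSO-treated cells and 100% = gossypol-treated cells at 36 µM; higher means less SRC3-driven luciferase light from the GAL4 reporter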
# Target sequence (Q9Y6Q9 whole entry, looked up, the tested form may be a part): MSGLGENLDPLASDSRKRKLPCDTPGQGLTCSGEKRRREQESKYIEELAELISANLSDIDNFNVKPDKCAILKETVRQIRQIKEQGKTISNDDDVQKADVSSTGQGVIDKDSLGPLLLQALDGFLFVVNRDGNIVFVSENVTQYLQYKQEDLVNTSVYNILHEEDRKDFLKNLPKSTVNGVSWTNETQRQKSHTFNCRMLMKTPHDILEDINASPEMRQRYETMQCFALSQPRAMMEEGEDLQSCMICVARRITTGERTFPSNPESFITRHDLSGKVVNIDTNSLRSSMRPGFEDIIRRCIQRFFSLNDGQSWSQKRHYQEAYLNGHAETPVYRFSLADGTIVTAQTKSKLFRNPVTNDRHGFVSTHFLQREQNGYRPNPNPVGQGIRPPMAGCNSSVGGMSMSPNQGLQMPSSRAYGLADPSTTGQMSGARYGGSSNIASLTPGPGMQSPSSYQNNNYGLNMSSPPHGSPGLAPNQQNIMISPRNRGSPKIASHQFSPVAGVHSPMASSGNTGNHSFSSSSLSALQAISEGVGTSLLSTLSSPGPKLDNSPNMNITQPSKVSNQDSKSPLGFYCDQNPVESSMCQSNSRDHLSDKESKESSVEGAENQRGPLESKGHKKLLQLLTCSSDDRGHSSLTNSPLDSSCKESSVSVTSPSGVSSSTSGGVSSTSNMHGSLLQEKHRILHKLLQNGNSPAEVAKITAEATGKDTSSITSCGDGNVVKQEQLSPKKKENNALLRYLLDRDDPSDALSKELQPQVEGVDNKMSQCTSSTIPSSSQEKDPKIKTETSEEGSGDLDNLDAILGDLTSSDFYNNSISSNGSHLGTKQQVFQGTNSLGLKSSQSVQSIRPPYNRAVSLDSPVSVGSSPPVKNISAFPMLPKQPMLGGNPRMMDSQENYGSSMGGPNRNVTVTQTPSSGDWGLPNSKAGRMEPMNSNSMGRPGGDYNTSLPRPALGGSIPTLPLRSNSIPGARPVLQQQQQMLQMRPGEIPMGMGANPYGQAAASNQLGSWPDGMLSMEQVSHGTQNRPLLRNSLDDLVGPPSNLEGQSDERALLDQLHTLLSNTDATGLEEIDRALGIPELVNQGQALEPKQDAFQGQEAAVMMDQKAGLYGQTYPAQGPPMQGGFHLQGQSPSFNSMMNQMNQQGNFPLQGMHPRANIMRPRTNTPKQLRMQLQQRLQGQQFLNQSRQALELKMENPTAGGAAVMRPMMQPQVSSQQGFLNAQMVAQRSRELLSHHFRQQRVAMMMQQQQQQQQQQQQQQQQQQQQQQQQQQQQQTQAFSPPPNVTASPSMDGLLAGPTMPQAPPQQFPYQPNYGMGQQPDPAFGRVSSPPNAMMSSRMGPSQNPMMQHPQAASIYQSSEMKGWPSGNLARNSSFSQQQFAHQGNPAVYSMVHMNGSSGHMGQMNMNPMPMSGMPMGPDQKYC
# LMP1 NFkB inh: Epstein-Barr LMP1 NF-kappaB reporter inhibition; 350,000 compounds, 0.69% hits; LMP1-induced NF-kappaB luciferase reporter cells, luminescence; AID 504558; inhibition, % at 12.5 µM; in the data active = inhibition above about 41%;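 also: 0% = neutral control wells and 100% = reference inhibitor control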
# TWEAK-Fn14 inh: blocks TWEAK-Fn14 interaction in a reporter cell assay | TWEAK-stimulated Fn14 reporter cells, luciferase luminescence, 8 h | inhibition, % at 10 µM | 360,000 compounds, 2% hits; in the data active = inhibition above about 50%
# The depositor's hits bear a star; . = not tested or not shown. The order is random. About 4.2% of those tested had a hit in this group.
SMILES,NR5A2 inv ag,KKLEB cytotox,COUP-TFII inh,NCOA1 inh,NCOA2 inhibitor,C8 TRAIL sens,CF NFkB inh,TROY NFkB inh,NCOA3 inh,LMP1 NFkB inh,TWEAK-Fn14 inh
O=[N+]([O-])c1cccc(-c2noc(-c3cccs3)n2)c1,-60,3,-19,-61,-46,5,-38,-100,-54,-59,1
COc1ccc(Cc2nc3ccc(C(=O)N(C)CCO)cc3o2)cc1,8,2,18,-2,0,-1,-12,5,-2,-15,-15
CC(=O)c1ccc(NC(=O)N2CCN(c3cccc(Cl)c3)CC2)cc1,-6,-9,16,4,-2,-7,12,0,6,9,-2
COc1ccc(CNC(=O)NC(C)(C)c2cccc(C(C)(C)NC(=O)NCc3ccc(OC)cc3)c2)cc1,-1,7,10,-8,-11,-7,2,3,15,-2,12
O=S(=O)(/N=C(/Nc1ccccn1)c1ccccc1)c1ccc(Cl)cc1,-30,10,-7,6,-32,-12,12,-38,-6,-7,2
COc1cccc(NC(=O)Cn2cc3c(n2)CCCCC3)c1,-15,-11,18,0,2,1,12,-3,-10,-6,12
CCCCNS(=O)(=O)c1ccc2c(c1)oc(=O)n2CC(=O)OCC,5,-5,-13,-37,-1,-7,-19,-5,-16,3,2
c1ccc(-n2c(SCc3nc(-c4cccs4)no3)nnc2-c2ccco2)cc1,0,11,10,3,24,7,-10,7,-9,2,-16
CCC(C)NC(=O)C1CCN(S(=O)(=O)c2cccs2)CC1 (configuration not stated),6,0,-8,-11,2,2,14,-1,13,-8,8
O=C(Cn1cnc2scc(-c3cccc([N+](=O)[O-])c3)c2c1=O)NCc1ccco1,9,-2,20,7,-4,23,-12,-17,12,-7,12
C[C@@H]1CN=C2N(CCNC(=O)CCC3CCCCC3)[C@H](Cc3ccc(O)cc3)CN21,-4,-2,-7,-7,-6,8,-30,-5,0,-8,7
CC(C)CNC(=O)NC(=O)COC(=O)c1cc(F)cc(F)c1,-11,7,12,-8,6,-10,-13,-11,7,6,7
Cc1ccc(C)c(S(=O)(=O)Nc2ccc(O)c(Sc3ncn[nH]3)c2)c1,4,-5,-11,-17,22,1,26,-4,9,-7,-5
CC(CCc1ccccc1)NC(=O)CN(C)Cc1ccccc1F (configuration not stated),-1,13,-3,-17,-7,-8,-18,-15,-5,-2,-4
Cc1cc(O)c(C(C)C)cc1NC(=O)Nc1cc(Cl)ccc1Cl,-12,-13,3,0,24,4,22,-3,-13,17,15
Cc1ccc2c(n1)sc1c(-c3ccc(Br)cc3)c(C#N)c(N)nc12,0,9,8,-1,-3,2,-17,-48,26,-5,-55
O=C(O)c1ccn[nH]1,4,8,.,4,.,-16,-6,1,9,.,-1
CCOC(=O)CCc1c(C)c2c(C)nn(-c3ccccc3)c2[nH]c1=O,2,-13,14,8,5,1,8,-7,9,-5,13
O=[N+]([O-])c1ccc(Cc2nnc(-c3ccccc3Cl)o2)cc1,-138,-8,-35,-79,-34,11,-16,-52,-64,-18,9
CCOC(=O)c1nn(-c2ccc(F)cc2)c2c1CC/C2=C/c1ccccc1,-4,-7,6,10,-14,0,15,-4,-1,-26,-11
CSc1ncccc1C(=O)Nc1nc(C(C)(C)C)cs1,-40,-15,-24,-12,-36,5,8,-24,-29,7,-20
O=C(O)CN(c1ccc(F)cc1)S(=O)(=O)c1ccc2c(c1)OCCO2,12,15,-5,4,-2,-3,-3,8,26,-1,1
Cc1ccc(NC(=O)C(c2ccccc2)C2CCCC2)cc1 (configuration not stated),3,-9,-13,-6,11,8,-7,-16,9,-8,-19
CSCCC(NC(=O)c1ccccc1)C(=O)NNC(=O)c1csc(N2CCOCC2)n1 (configuration not stated),-7,-10,7,9,12,-24,-5,7,0,-4,7
CC(=O)OCC1=C(C(=O)O)N2C(=O)C(NC(=O)C(C)Cn3cc(Cl)cn3)C2SC1 (configuration not stated),8,13,-20,5,6,-1,-12,-9,14,2,-5
# (listing goes on)
SMILES,NR5A2 inv ag,KKLEB cytotox,COUP-TFII inh,NCOA1 inh,NCOA2 inhibitor,C8 TRAIL sens,CF NFkB inh,TROY NFkB inh,NCOA3 inh,LMP1 NFkB inh,TWEAK-Fn14 inh
CCN(CC)CCCNC(=O)c1ccc2c(=O)n(Cc3ccc4c(c3)OCO4)c(=S)[nH]c2c1,5,-4,-4,-2,-29,3,-4,-3,-4,-12,-11
Nc1nc(SCc2ccccc2)sc1C(=O)N1CCCCC1,-81,-16,-53,-66,-32,2,-8,-51,-94,-7,-19
COc1ccc(NC(=O)c2cn(C)c(=O)c3cc(OC)c(OC)cc23)cc1OC,11,9,-18,4,0,2,-6,0,-16,14,-5
CCc1ccc(NC(=O)COC(=O)c2ccc(Cl)c(S(=O)(=O)N3CCCCCC3)c2)cc1,-4,4,4,3,-1,6,0,4,12,1,-17
O=C(Nc1ccccc1N1CCOCC1)c1cc(Br)c(Br)s1,11,-14,25,11,-5,2,4,4,-2,1,20
O=C(C1CCCN1S(=O)(=O)c1cccc2cccnc12)N1CCc2ccccc2C1 (configuration not stated),-17,-2,-17,-9,1,-11,-4,-9,7,-1,-6
Cc1ccc(-n2nc3c(=O)n(C(C)C(=O)NCc4ccccc4Cl)nc(C)c3c2C)cc1 (configuration not stated),27,9,47*,-11,12,24,-29,5,-4,3,31
Cc1ccc(NC(=S)Nc2ccccn2)c(C)c1,-93,-5,-28,-90,-41,10,-18,-49,-65,-27,-2
Cc1nn(-c2ccccc2)c(Cl)c1/C=N/Nc1nc2ccccc2n1C,-129,0,-41,-66,-11,30,-18,-4,-60,-23,-3
COCCn1nnnc1C(c1cc(OC)ccc1OC)N1CCc2ccccc2C1 (configuration not stated),14,-10,2,-22,-9,-9,-3,-4,-1,1,1
CCOc1cc(/C=N/NC(=O)c2ccccn2)ccc1OC(=O)c1ccc(F)cc1,-99,0,-18,-61,-69,-3,-20,-5,-62,-9,-13
CC(=O)c1cccc(NC(=O)CSc2nc(=O)n(CCN3CCOCC3)c3c2CCC3)c1,-9,-3,0,-3,7,-16,22,9,-5,-1,6
O=C(CSc1nnc(-c2ccc(F)cc2)c2ccccc12)Nc1cccc(Cl)c1,24,-7,0,5,10,-8,24,7,1,0,9
COc1cccc(NC(=S)N/N=C2/CCCCc3ccccc32)c1,-1,-11,-4,-37,-9,-1,8,13,-18,0,-22
COc1ccc(C(=O)NCCOc2ccccc2Cl)c(OC)c1OC,-121,6,-67,-70,-57,-8,-3,-37,-65,-18,-16
CC(=O)Nc1ccc2nc(NC(=O)CCc3ccccc3)sc2c1,9,31,7,3,-21,3,-24,16,-2,-7,20
O=C(NCCCN1CCN(CCCNC(=O)c2cccc([N+](=O)[O-])c2)CC1)c1cccc([N+](=O)[O-])c1,7,0,-17,10,9,3,6,-5,-6,-1,-4
CCn1cc(C(=O)O)c(=O)c2cc(F)c(N3CCN(C(=S)NC(=O)c4cc(OC)cc(OC)c4)CC3)cc21,20,14,2,-7,-8,9,-16,13,-14,-4,-21
Cc1nn(-c2c(Cl)cc(Cl)cc2Cl)c(=O)c2ccccc12,-4,-4,-3,0,-3,-10,0,6,7,-1,8
CCOc1ccc(-c2ccc(SCC(=O)NCC3CCCO3)nn2)cc1 (configuration not stated),-66,1,-50,-62,-50,52*,-17,-30,-42,-6,-10
CCOc1ccccc1N1CCN(C(=O)c2ccccc2SCC(=O)N2CCCC2)CC1,6,5,9,-4,15,-4,-29,-13,-5,-5,-18
COc1ccc(C2(O)CCN(C(=O)c3ccc4c(c3)OCO4)CC2)cc1,7,-3,9,-11,-6,7,-6,-1,6,20,-12
CCn1c2ccccc2c2cc(NC(=O)c3coc(=O)c(Br)c3)ccc21,19,-7,14,-2,-26,45,-7,-29,5,.,74*
Cc1ccc(-c2nn(-c3ccccc3)cc2/C=N/O)cc1,-23,6,4,-10,-69,-4,16,-5,-1,-16,9
CC1(c2nnc(-c3cccc(Cl)c3)o2)CC(c2ccc(Br)cc2)=NO1 (configuration not stated),-8,8,-4,-2,7,2,-14,4,0,-4,-5

# Copied from the list.
# Cc1ccc(-c2nn(-c3ccccc3)cc2/C=N/O)cc1 in NCOA2 inhibitor shows -69
# CCn1c2ccccc2c2cc(NC(=O)c3coc(=O)c(Br)c3)ccc21 in TWEAK-Fn14 inh shows 74*

# (continued)
SMILES,NR5A2 inv ag,KKLEB cytotox,COUP-TFII inh,NCOA1 inh,NCOA2 inhibitor,C8 TRAIL sens,CF NFkB inh,TROY NFkB inh,NCOA3 inh,LMP1 NFkB inh,TWEAK-Fn14 inh
COc1ccc(S(=O)(=O)Nc2ccc(-n3cccc3)cc2)cc1,10,-10,9,-5,-2,-1,26,14,10,8,21
COc1ccc([C@H]2C[C@@H](n3cc(COC(=O)c4ccccc4)nn3)[C@H](O)CN2C(=O)c2cccs2)cc1,-12,-6,10,-4,-18,16,-1,-2,14,-10,-1
COC(=O)CCN(C(=O)C12CC3CC(CC(C3)C1)C2)c1ccccn1,14,2,-1,8,-32,-5,1,-1,2,-2,-4
Nn1c(SCC(=O)NC2CCCCC2)nnc1-c1ccco1,0,-8,0,5,5,1,8,-5,-6,-1,11
CC1=CCC2C(=O)N(c3ccc4ccccc4n3)C(=O)C2C1 (configuration not stated),8,-4,-10,-46,-36,-17,-4,-1,4,-5,12
CCn1c(=N)n(CCOc2ccc(OC)cc2)c2ccccc21,15,-9,-8,-37,-21,-13,11,1,18,6,-22
CC(C)C(=O)N1CCCC1(C)C(=O)Nc1ccccc1 (configuration not stated),14,-6,.,1,.,10,-15,-6,-12,.,16
CN(CC(=O)Nc1ccc(F)cc1)CC(=O)NC1CCCCC1,15,-1,16,-2,12,-10,10,4,23,1,-3
Cc1ccc2sc(NC(=O)c3cccc(N4C(=O)CCC4=O)c3)nc2c1C,-30,10,6,11,6,17,-66,-21,-3,-1,0
O=C(c1ccc(C(=O)N2CCCc3ccccc32)nc1)N1CCCc2ccccc21,-10,-2,21,-16,6,-2,-2,12,12,7,15
Clc1ccc(C(c2ccccc2)N2CCN(c3ccccn3)CC2)cc1 (configuration not stated),-2,-9,-8,13,5,2,10,16,21,-5,-9
O=C(Cc1ccc(NC(=O)C2CCCN(C(=O)CCc3ccccc3)C2)cc1)Nc1ccc(C(=O)N2CCOCC2)cc1 (configuration not stated),5,-2,14,7,-17,2,-14,-5,-9,0,-14
CC1(C)C(=O)NCCN1C(=O)CC1C(=O)NCCN1Cc1cccc(C(F)(F)F)c1 (configuration not stated),23,8,-27,-22,-18,-20,2,0,2,5,-2
CN(C)c1ccc(Nc2c3c4c(cccc4n(C)c2=O)C(=O)c2ccccc2-3)cc1,-4,-30,0,-3,2,-4,47,2,18,11,25
COc1ccc(C(=O)N2CCCC(c3nc(-c4cc(OC)c(OC)c(OC)c4)no3)C2)cc1 (configuration not stated),22,2,.,5,.,-13,-8,-19,9,-1,-5
CCCCN1C[C@H](Cc2ccccc2)[C@@H](CC(=O)Nc2ccccc2)C1=O,18,-2,0,15,-1,-18,7,-36,5,8,-11
COC(=O)c1sc(-c2ccc(C(C)(C)C)cc2)cc1NC(=O)CSCC(=O)O,-47,8,-10,-22,-2,21,27,-4,-17,4,-28

# Screens deposited in PubChem BioAssay by several laboratories.
